AID inh = Primary qHTS assay for inhibitors of Activation Induced Cytidine Deaminase (AID): AID signal. Potency, µM (doses to about 115 µM), without a hit: at the top dose activity change, negative = inhibition, hits mostly inhibitors. 91,000 tested, 0.32% active. Single-stranded DNA cytosine deaminase (Homo sapiens), Q9GZX7. AID deamination FRET fluorescence, UDG-coupled, 4 h; further: nearly all actives have a fitted effect of over 25% in size
Target sequence (Q9GZX7 whole entry, looked up): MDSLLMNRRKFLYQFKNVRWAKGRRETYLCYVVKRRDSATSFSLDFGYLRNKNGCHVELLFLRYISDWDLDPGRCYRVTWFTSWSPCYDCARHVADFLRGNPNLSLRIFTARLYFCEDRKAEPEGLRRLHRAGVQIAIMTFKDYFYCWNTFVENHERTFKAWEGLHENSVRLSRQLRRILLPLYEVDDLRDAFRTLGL
UDG counter = Primary qHTS assay for inhibitors of Activation Induced Cytidine Deaminase (AID): UDG Counterscreen signal | Uracil-DNA glycosylase | FRET deamination/UDG coupled assay, UDG read, 4 h | Potency, µM (highest dose often 115 µM), for the others: top-dose activity change, negative = inhibition, usual class: inhibitors | 91,000 tested, 0.14% active; further: nearly all actives have a fitted effect of over 65% in size
The depositor's hits bear a star; ? = inconclusive; [ ] = dose if it differs, or a comment. The call rests on the fitted dose curve; in most records, active means well fitted curve in the direction sought with a large enough effect; inconclusive means small, poorly fitted or top-dose-only effect, or another doubt; inactive means no such curve, though single readings can be large; an effect the other way counts as inactive or inconclusive. On the % scale 0 is the no-effect control and ±100 the full control effect; potency means the concentration at half of the fitted maximal effect. This is a subset (hit frequency here may not be typical).

SMILES | AID inh | UDG counter
CCN(Cc1ccc(S(=O)(=O)N(C)C)o1)c1ccccc1 | -1% | 2%
Cc1ccc(-n2cnc3cc(C(=O)NCc4ccccc4Cl)ccc32)c(C)c1 | ? | -11%
CCOC(=O)c1cc(S(=O)(=O)Nc2c(C)cc(C)cc2C)[nH]n1 | 16% | -3%
Cc1ccccc1Nc1sc(C(=O)c2ccccc2)c(N)c1C(=O)NCc1ccc(Cl)cc1 | 164%[activator] | -10%
CCOC(=O)c1ccc(NC(=O)Cn2nc3c4ccccc4n(Cc4cccc(F)c4)cc-3c2=O)cc1 | -18% | -24%[57.5 µM]
CCC(Cn1nnc2ccccc2c1=O)NC(=O)Nc1cccc(Cl)c1 (configuration not stated) | 5% | -6%[57.5 µM]
CCOc1ccc(NC(=O)Cn2c(=O)oc3cc(S(=O)(=O)NC4CCCC4)ccc32)cc1 | 10% | 48%[activator]
CCn1nc(C(=O)Nc2ccc3nc(C)sc3c2)c2ccccc2c1=O | 2% | 10%
Cn1c(COc2cc(Cl)ccc2Cl)n[nH]c1=S | -5% | -8%
CCNC(=S)Nc1ccc(F)c(Cl)c1 | -6% | -1%
Fc1ccc(-c2nc(-c3ccccc3)c(-c3ccc(F)cc3)o2)cc1 | -2% | 1%
Cc1ncsc1C(=O)NCCc1cccs1 | 2% | -4%
Cc1ccccc1NC(=O)C1CCN(C(=O)c2ccc(F)cc2)CC1 | -13% | -6%
COc1ccc(OC)c(NC(=O)N2CCN(S(=O)(=O)c3ccc4c(ccn4C)c3)CC2)c1 | -5% | -5%
CC(C)NC(=O)CNC(=O)c1cc2cc(F)ccc2[nH]1 | 7% | 0%
Cc1ccc(Cc2nc3ccccc3nc2SCC(=O)N2CCCCC2)cc1 | ? | -15%[57.5 µM]
O=C(Cn1cc(S(=O)(=O)c2ccc(F)cc2)c(=O)c2cc3c(cc21)OCO3)Nc1ccccc1 | 14% | 0%
Cc1cc(C)cc(NC(=O)Cn2c(=O)n(C(C)C)c(=O)c3oc4ccccc4c32)c1 | -7% | 9%
CC(=O)Oc1ccc2c(=O)c(Oc3ccc(F)cc3)c(C(F)(F)F)oc2c1 | -2% | -1%
CCCOc1ccc(CNC(=O)CCCN2C(=O)CSc3c2c(C)nn3-c2ccccc2)cc1 | -8% | -19%
O=S(=O)(c1ccc(Cl)cc1)c1nnn2c1nc(NCc1cccs1)c1sccc12 | 10% | 26%
CCCCN(CC)c1ccc(NS(=O)(=O)c2cccs2)cc1C(=O)O | 28% | 8%
CCN(C(=O)c1cnc(N2CCOCC2)c2ccccc12)c1cc(C)ccc1C | -19% | 11%
COc1cc2c(-c3cccc(Cl)c3)nc3c(c(C)nn3-c3ccccc3)c2cc1OC | -12% | 0%
Cc1cc(C)nc(SCC(=O)Nc2ccccc2C(N)=O)n1 | -10% | 30%[activator]
CCc1ccc(-n2c(C)nc3cc(C(=O)NCCc4ccccc4)ccc32)cc1 | 30% | -7%
COc1ccc(NS(=O)(=O)c2ccc3[nH]c4c(c3c2)CCCCC4)cc1 | 0%[57.5 µM] | -16%[57.5 µM]
COc1ccc(Cl)cc1NC(=O)C1CCCN(c2ncnc3onc(C)c23)C1 (configuration not stated) | -10% | 19%
Cc1nn(CC(=O)Nc2nc3ccc(F)cc3s2)c(=O)c2ccccc12 | 7% | 0%
CCOC(=O)c1sc(NC(=O)CCCC(=O)O)c(C#N)c1C | 11% | -3%
CC(C)=CCN1CCN(Cc2ccccc2)CC1 | -1% | 1%
Cc1[nH]c(=O)[nH]c(=O)c1CCC(=O)Nc1nc(C(C)(C)C)cs1 | -1% | 3%

Whole records, looked up by structure:
Shown for Cc1cc(C)nc(SCC(=O)Nc2ccccc2C(N)=O)n1 → AID inh: -10%; UDG counter: 30%[activator]
Shown for COc1ccc(Cl)cc1NC(=O)C1CCCN(c2ncnc3onc(C)c23)C1 (configuration not stated) → AID inh: -10%; UDG counter: 19%

The main list resumes, starting five compounds before the break.
SMILES | AID inh | UDG counter
COc1ccc(Cl)cc1NC(=O)C1CCCN(c2ncnc3onc(C)c23)C1 (configuration not stated) | -10% | 19%
Cc1nn(CC(=O)Nc2nc3ccc(F)cc3s2)c(=O)c2ccccc12 | 7% | 0%
CCOC(=O)c1sc(NC(=O)CCCC(=O)O)c(C#N)c1C | 11% | -3%
CC(C)=CCN1CCN(Cc2ccccc2)CC1 | -1% | 1%
Cc1[nH]c(=O)[nH]c(=O)c1CCC(=O)Nc1nc(C(C)(C)C)cs1 | -1% | 3%
Cc1cccc(-n2ccnc2SCC(=O)Nc2cc(C(F)(F)F)ccc2Cl)c1 | 0% | -6%
CCOC(=O)c1c(C)[nH]c(C(=O)C(C)N(C)Cc2ccccc2Cl)c1C (configuration not stated) | ? | -10%
CN(Cc1ccc(Cl)c(Cl)c1)C(C(=O)NC1CC1)c1ccccc1 (configuration not stated) | 6% | 0%
Cc1ccc(Cl)cc1N1CCN(C(=O)c2cc(S(=O)(=O)N3CCCC3)cn2C)CC1 | ? | -13%
COc1cc(OC)c(NC(=O)c2nn(C)c3c2COc2ccccc2-3)cc1Cl | -5% | -2%[57.5 µM]
Cc1cc(C)c(S(=O)(=O)Nc2ccc(-c3ccc(N4CCCCC4)nn3)cc2)c(C)c1 | -19% | -20%
COc1ccc(NC(=O)c2cccn2-c2nnc(N3CCCCC3)s2)c(OC)c1 | -4% | ?
Cc1ccc2nc(COc3ccccc3C(=O)O)cn2c1 | -2% | -4%
CC(C)(C)OC(=O)N1CCC(c2c(C(=O)N3CCOCC3)cnn2-c2ccccc2Cl)CC1 | -9% | 2%
c1ccc(COc2cccc(CNC3CC3)c2)cc1 | -12% | -1%
O=C(NCc1cccc(OC(F)F)c1)c1ccccc1-n1cnnn1 | -13% | 1%
COc1ccc(-n2nnnc2C(C)(C)Nc2ccc(C(C)C)cc2)cc1OC | -14% | -6%
Cc1ccc(N2C(=O)CSC23C(=O)N(CC(=O)NCc2ccccc2)c2ccccc23)cc1 (configuration not stated) | -9% | -3%
CC(C)c1nc2cc(NC(=O)c3n[nH]c(=O)c4ccccc34)ccc2o1 | 1% | -12%
CCc1ccc(S(=O)(=O)c2c(C(=O)c3ccccc3)cnc3ccc(CC)cc23)cc1 | -24% | -8%
O=C(CCc1nc2sc3c(c2c(=O)[nH]1)CCC3)NCc1ccccc1 | 2% | 13%
N#Cc1ccccc1NC(=O)C(=O)NCC(c1cccnc1)N1CCc2ccccc21 (configuration not stated) | 7% | 23%
O=C(CS(=O)(=O)c1cccc2nsnc12)NCc1ccccc1 | 55%[activator] | 9%
Cc1ccc(CNC(=O)C(CC(C)C)NS(=O)(=O)c2ccc3c(c2)oc(=O)n3C)cc1 (configuration not stated) | 4% | -1%
CCN(CC)C(=O)c1sc2c(c1C)c(=O)n(-c1ccc(Cl)c(Cl)c1)c(=O)n2CC(=O)Nc1cccc(OC)c1 | -25% | -5%
Cc1cc(C)cc(NC(=O)NCc2noc3ccccc23)c1 | 0% | 5%
Cc1ccc(NC(=O)c2c(C)oc3ccc(O)c(CN4CCCC4)c23)c(C)c1 | -10% | 16%
COC(=O)c1c(C)[nH]c(C(=O)OC(C)C(=O)NC2CC2)c1C (configuration not stated) | -4% | 1%
Cc1c(OCC(=O)Nc2ccccc2)c(=O)ccn1CCO | -2% | -11%
CC(C)(C)c1ccc(C(CC(=O)O)NC(=O)c2cccc(F)c2)cc1 (configuration not stated) | 3% | -3%
Cc1cc(NC(=O)NCC(c2cccs2)N2CCCC2)no1 (configuration not stated) | 8% | 9%
Nc1ccc(SC(F)(F)F)cc1 | 8% | 1%
N#Cc1ccc(CS(=O)(=O)Cc2ccccc2C(F)(F)F)cc1 | -4% | 0%
Cc1ccc(-c2cc(C(=O)N(Cc3ccccc3)Cc3ccco3)no2)cc1F | ? | ?
CCC(C)NC(=O)C1CCN(C(=O)c2ccc(-n3ccc4ccccc43)s2)CC1 (configuration not stated) | -8% | 4%
Cc1ccc(/C=N/Nc2ccc(S(N)(=O)=O)cc2[N+](=O)[O-])s1 | -7% | -4%
Cc1cccc(CCNC(=O)C2CCN(c3ncnc4c3nc3n4CCCCC3)CC2)c1 | -4% | -6%

Retrieved one by one from the list above (3):
SMILES | AID inh | UDG counter
CC(C)NC(=O)CNC(=O)c1cc2cc(F)ccc2[nH]1 | 7% | 0%
O=S(=O)(c1ccc(Cl)cc1)c1nnn2c1nc(NCc1cccs1)c1sccc12 | 10% | 26%
COc1ccc(OC)c(NC(=O)N2CCN(S(=O)(=O)c3ccc4c(ccn4C)c3)CC2)c1 | -5% | -5%

(continued)
SMILES | AID inh | UDG counter
CCOC(=O)Cn1c(=O)n(CC2CCCO2)c2nc(-c3ccccc3OC)nc(C(N)=O)c21 (configuration not stated) | -5% | -14%
COc1ccccc1CNc1nc(-c2ccco2)nn1S(=O)(=O)c1ccc2ccccc2c1 | 58%[activator] | -6%
CCN(C(=O)c1cc2c(=O)oc3ccc(C)cc3c2s1)c1cc(OC)ccc1OC | ? | -19%
CCN(C(=O)Cn1c(=O)oc2cc(S(=O)(=O)N3CCCC3)ccc21)c1cccc(C)c1 | -18% | -11%
Cc1ccc(CCC(=O)NCc2cccnc2)cc1 | -1% | 6%
COc1ccc(CNC(=O)c2ccc(CS(=O)(=O)c3ccccc3OC)o2)cc1 | 8% | 0%[57.5 µM]
Cc1nn2c(=O)cc(COC(=O)c3ccc(NC(=O)COc4ccc(C)c(C)c4)cc3)nc2s1 | 4% | -13%
COc1ccc(C(=O)Nn2c(CCC(=O)O)ccc2-c2ccc(Cl)cc2)cc1OC | -6% | -4%
CC(CC(=O)c1ccc(Cl)cc1)CC(=O)c1ccc(Cl)cc1 | -11% | -2%
Cc1c(NC(=O)Nc2ccc(Cl)c(C(F)(F)F)c2)c(=O)n(-c2ccccc2)n1C | 42%[activator] | -11%
Cc1cc(/C=C/C(=O)c2ccc(F)cc2)cc(C)c1O | -5% | -7%
Nc1nccnc1C(=O)Nc1cccc(OCc2ccccn2)c1 | -5% | -6%
N#CCN(C(=O)c1ccc2c(c1)OCCCO2)C1CC1 | 3% | 2%
Cc1nc2c(c(C)c1CCC(=O)NCCN1CCCC1)c(=O)n(C)c(=O)n2C | -6% | 2%
CC(C)CC(=O)Nc1ccc2nc(SCC(=O)N3CCCC3)sc2c1 | 23% | 4%[57.5 µM]
COc1cc(C2N=C(N)Nc3nc4ccccc4n32)ccc1OCC(=O)O (configuration not stated) | 44%[activator] | 34%[activator]
Nc1nc(OCc2ccccc2)c2[nH]cnc2n1 | -1% | -3%
CCC(C)(C)NC(=O)CCc1ccc(C#N)cc1 | -7% | 2%
Cn1c(=O)c2c(nc(N3CCOCC3)n2Cc2cccc(C(F)(F)F)c2)n(C)c1=O | -6% | 2%
O=C(CSc1nc2ccccc2c(=O)n1CCC(=O)NC1CCCCC1)Nc1ccccc1Cl | 15% | 27%
COc1ccccc1CCNC(=O)c1sc(NCC(C)C)nc1C | 11% | 3%
CCOC(=O)C(NC(=O)c1ccccc1)C(=O)OCC | 0% | 2%
Cc1ccc(-n2cccc2)cc1C | -2% | -5%
Brc1ccc(-c2nc(-c3ccccn3)no2)o1 | -14% | -23%
O=C(Nc1cccc(C(F)(F)F)c1)c1c(-c2ccc(F)cc2)nc2n1CCS2(=O)=O | -8% | -7%
O=C(Cc1ccc(F)cc1)NCC1CCN(Cc2cccs2)CC1 | 6% | 8%
COc1ccc(Oc2c(C)oc3cc(OC(=O)N4CCOCC4)ccc3c2=O)cc1 | -11% | 4%
CCN(C(=O)c1cc2c(=O)n3cccc(C)c3nc2s1)c1ccc(C)c(C)c1 | ? | -2%[57.5 µM]
Cc1c(C(=O)Nc2cccc(-c3nc4ccccc4s3)c2)oc2ccccc12 | 9% | ?
C=CCN(CC=C)C(=O)Nc1cccc(C(=O)NCC)c1 | -6% | -12%
Cc1cccc(NC(=O)C2CCCN2c2ncnc3ccccc23)c1C (configuration not stated) | -5% | -6%
Cc1ccc(NC(=O)Cn2nc(C(F)(F)F)c3c2CCC3)cc1C | -5% | -2%
Cc1cccc(C(=O)Nc2sc3c(c2C(=O)Nc2ccccc2)CCC3)c1 | 18% | 13%
CC(C)CCCC(C)NC(=O)CCNC(=O)c1ccccc1 (configuration not stated) | -4% | 5%
Brc1ccc(-c2cc3n(c2)CCc2ccccc2-3)cc1 | 24% | 1%
Cc1ccc2oc3c(c(=O)c2c1)C(c1ccccc1F)N(CCCN(C)C)C3=O (configuration not stated) | -18% | 11%[57.5 µM]
COc1ccc(C(=O)Nc2ccc(-c3nc4cc(C)ccc4o3)c(O)c2)cc1 | 5% | -11%
CN1CCN(c2oc(-c3ccc(Cl)cc3)nc2C#N)CC1 | -5% | -10%
Cn1c(=O)c2c(-c3ccccc3)n3c(c2n(C)c1=O)C(c1cc(Cl)ccc1O)Nc1ccccc1-3 (configuration not stated) | -24% | ?
O=C(Cn1ncc2c(=O)oc3ccccc3c21)N1CCN(c2ccc(Cl)cc2)CC1 | 17% | -8%
COc1ccccc1C(=O)Nc1ccc2nc(SCC(=O)N3CCCc4ccccc43)sc2c1 | -22% | -4%[57.5 µM]
